Bcl-W Bim block: inhibitors of Bim binding to Bcl-W, primary screen, biochemical, multiplexed, bead-based flow cytometry; Bcl-2-like protein 2 (Homo sapiens), Q92843; Bim peptide-Bcl-W binding; inhibition, % at 10 µM; 190,000 tested, 0.02% active;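 further: 0% = bound tracer without compound and 100% = peptide blocker; higher means less fluorescent Bim peptide bound to Bcl-W beads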
Target sequence (Q92843 whole entry, looked up): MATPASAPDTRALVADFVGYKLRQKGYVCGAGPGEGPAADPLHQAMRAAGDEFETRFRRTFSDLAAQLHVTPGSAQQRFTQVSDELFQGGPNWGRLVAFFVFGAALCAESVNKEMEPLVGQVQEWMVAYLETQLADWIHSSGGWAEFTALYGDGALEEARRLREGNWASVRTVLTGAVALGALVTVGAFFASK
GSH fluor: compound fluorescence on glutathione beads, profiling panel, artefact control, biophysical, 488/530 nm, flow cytometry; 190,000 tested, 0.25% active; AID 1776, 2009; fluorescence (KMESF) at 10 µM; GSH beads flow cytometry, compound fluorescence 488/530 nm; stronger effect = higher value; in the data active means fluorescence above about 89;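 further: glutathione beads carrying GST-tagged Bcl family fusion proteins plus one bare bead set; values are compound well signal with DMSO vehicle wells as background; inactives centre near 16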
Bim-Bcl-2: inhibitors of Bim-Bcl-2 binding, primary screen, biochemical, multiplexed, human Bcl-2 family. Apoptosis regulator Bcl-2 (Homo sapiens), P10415. Bead-based flow cytometry, Bim peptide-Bcl-2 binding. inhibition, % at 10 µM. 190,000 tested, 0.06% active. AID 950, 2007; in the data active means inhibition above about 40%; inconclusive means no clear call, values can overlap the other calls;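 further: 0% = no compound wells with probe peptide and 100% = reference peptide inhibitor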
Target sequence (P10415 whole entry, looked up): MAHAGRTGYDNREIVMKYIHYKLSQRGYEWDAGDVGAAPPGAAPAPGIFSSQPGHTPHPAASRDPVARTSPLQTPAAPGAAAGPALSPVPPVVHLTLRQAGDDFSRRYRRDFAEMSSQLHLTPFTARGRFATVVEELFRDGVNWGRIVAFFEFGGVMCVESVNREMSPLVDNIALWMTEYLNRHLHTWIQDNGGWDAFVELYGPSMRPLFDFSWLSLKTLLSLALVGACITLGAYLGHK
RGS7-Gao: RGS7-Galphao binding modulators, primary screen, biochemical, multiplexed bead flow cytometry; 220,000 tested, 0.35% active; AID 1439, 2008; binding response (% of control), % at 10 µM; Guanine nucleotide-binding protein G(o) subunit alpha (Homo sapiens), P09471; actives lie on both sides; in the data active means binding response below about 49% or above about 150%; inconclusive means no clear call, values can overlap the other calls; inactive means in between;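 further: fluorescent Galphao held in activated GDP-AlF4 state binding bead-coupled RGS7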
Target sequence (P09471 whole entry, looked up): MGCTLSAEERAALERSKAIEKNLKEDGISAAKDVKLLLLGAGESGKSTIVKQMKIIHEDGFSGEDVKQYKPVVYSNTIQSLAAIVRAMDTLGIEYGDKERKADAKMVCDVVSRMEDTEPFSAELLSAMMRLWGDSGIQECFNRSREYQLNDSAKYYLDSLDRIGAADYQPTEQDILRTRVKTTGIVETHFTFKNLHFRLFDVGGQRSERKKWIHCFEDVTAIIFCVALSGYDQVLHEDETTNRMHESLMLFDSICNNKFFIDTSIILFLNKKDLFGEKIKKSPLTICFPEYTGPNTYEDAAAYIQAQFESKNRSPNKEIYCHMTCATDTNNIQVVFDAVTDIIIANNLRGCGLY
RGS4-Gao reg: modulators of RGS4 binding to Galphao, primary screen, biochemical, multiplexed bead flow cytometry; Guanine nucleotide-binding protein G(o) subunit alpha (Homo sapiens), P09471; actives lie on both sides; binding response (% of control), % at 10 µM; 220,000 tested, 0.33% active; in the data active means binding response below about 49% or above about 150%; inactive means in between;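 further: fluorescent Galphao activated with aluminum fluoride binding bead-coupled RGS4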
RGS8-Gao reg: RGS8-Galphao binding modulators, primary screen, biochemical, multiplexed bead flow cytometry | Guanine nucleotide-binding protein G(o) subunit alpha (Homo sapiens), P09471 | actives lie on both sides | response (percent of control binding), % at 10 µM | 220,000 tested, 0.34% active; in the data active means response below about 60% or above about 140%; inactive means in between;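 further: Galphao activated as the GDP aluminium fluoride complex binding bead-coupled RGS8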
Bcl-XL Bim block: inhibitors of Bim-Bcl-XL binding, primary screen, biochemical, multiplexed, bead flow cytometry, human Bcl-XL; Bcl-2-like protein 1 (Homo sapiens), Q07817; Bim peptide-Bcl-XL binding, fluorescence; inhibition, % at 10 µM; 190,000 tested, 0.04% active; AID 1007, 2008
Bim-Bcl-B: inhibitors of Bim-Bcl-B binding, primary screen, biochemical, multiplexed, human Bcl-2 family; Bcl-2-like protein 10 (Homo sapiens), Q9HD36; bead-based flow cytometry, Bim peptide-Bcl-B binding; inhibition, % at 10 µM; 190,000 tested, 0.073% active;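 further: 0% = tracer peptide without compound and 100% = reference inhibitor peptide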
Target sequence (Q9HD36 whole entry, looked up): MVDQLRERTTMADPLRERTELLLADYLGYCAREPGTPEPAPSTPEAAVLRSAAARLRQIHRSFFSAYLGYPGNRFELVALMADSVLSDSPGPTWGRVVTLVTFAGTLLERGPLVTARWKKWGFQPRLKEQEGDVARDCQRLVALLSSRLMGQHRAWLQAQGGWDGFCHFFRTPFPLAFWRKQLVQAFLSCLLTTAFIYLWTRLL
Bim-Bfl-1: inhibitors of Bim binding to Bfl-1, primary screen, biochemical, multiplexed, bead-based flow cytometry. 190,000 tested, 0.12% active. Bcl-2-related protein A1 (Homo sapiens), Q16548. inhibition, % at 10 µM. AID 1008, 2008. Bim-Bfl-1 binding inhibition;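 further: 0% = wells without compound plus tracer and 100% = blocker peptide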
Bim-Mcl-1: inhibitors of Bim peptide binding to Mcl-1, primary screen, biochemical, bead-based flow cytometry, multiplex; 190,000 tested, 0.1% active; Induced myeloid leukemia cell differentiation protein Mcl-1 (Homo sapiens), Q07820; inhibition, % at 10 µM; AID 1009, 2008; Bim peptide-Mcl-1 binding;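 further: 0% = no compound tracer wells and 100% = peptide blocker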
Mcl1 Bid PPI: Mcl-1/Bid binding inhibitors, primary screen, biochemical, TR-FRET, 1536-well. inhibition, % at 21.7 µM. AID 1021, 2008. Induced myeloid leukemia cell differentiation protein Mcl-1 (Homo sapiens), Q07820. TR-FRET Mcl-1/Bid-Dy647 peptide binding. 220,000 tested, 0.97% active;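 active means compounds that cut the binding signal by more than half at the single screening dose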;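 further: His-tagged Mcl-1 with europium anti-His antibody binding Bid BH3 peptide; 0% = Mcl-1 plus peptide wells and 100% = peptide-only wells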
* hit, by the source's call; ? = inconclusive; . = no result given. Unless noted, no stated cut-off is given here; in the data, active means inhibition above about 40%.

SMILES | Bcl-W Bim block | GSH fluor | Bim-Bcl-2 | RGS7-Gao | RGS4-Gao reg | RGS8-Gao reg | Bcl-XL Bim block | Bim-Bcl-B | Bim-Bfl-1 | Bim-Mcl-1 | Mcl1 Bid PPI
Clc1cccc(Cl)c1Cn1cnc2c(NCc3ccco3)ncnc21 | 0 | 32 | 3 | 89 | 94 | 89 | -11 | 0 | 1 | 0 | -6
CCc1ccc(NC(=O)CS(=O)CC(=O)Nc2ccc(F)cc2F)cc1 (stereo not drawn) | -9 | 61 | 0 | 98 | 98 | 104 | -1 | -6 | -1 | -4 | -11
COc1ccc(CNC(=O)C/C(C)=N/NC(=O)COc2cccc(C)c2)cc1 | -1 | 11 | -4 | 103 | 104 | 100 | -1 | -5 | -13 | 1 | -14
COc1ccc(-c2nc(NC(=O)C3CCN(c4nc5ccccc5o4)CC3)sc2C)cc1 | -9 | 26 | -19 | 100 | 102 | 102 | -14 | -13 | -21 | -8 | -10
CC1(C)CC(=O)c2cc(OCC(=O)N3CCN(c4ccccc4F)CC3)ccc2O1 | 0 | 11 | -2 | 98 | 99 | 99 | 0 | -1 | 0 | 0 | -2
Cc1cccc(NC(=O)CSc2nnc(CN3CCOCC3)n2C)c1C | 1 | 14 | -3 | 109 | 102 | 102 | 3 | 0 | -2 | -1 | -4
CCOC(=O)N1CCC(NC(=O)Cc2cn(C)c3ccccc23)CC1 | -4 | 13 | -1 | 100 | 97 | 99 | 0 | 0 | -3 | 0 | -31
CCCNC(=O)CCn1c(-c2ccc(C)cc2)cc(C(=O)OCC)c1C | 0 | 33 | -10 | 101 | 104 | 101 | -6 | -7 | -18 | -1 | -5
CC(=O)NC1C(OCc2cccc(Br)c2)OC(COC(C)=O)C(OC(C)=O)C1OC(C)=O (stereo not drawn) | -4 | 11 | -2 | 102 | 102 | 100 | -7 | -3 | 0 | -5 | 3
COCCCNC(=O)C1CC(=O)N(CCc2ccc(OC)c(OC)c2)C1 (stereo not drawn) | 3 | 13 | -6 | 98 | 97 | 103 | -1 | -4 | -7 | 1 | -15
O=C(Nc1ccc(S(=O)(=O)NCc2cccnc2)cc1)c1ccco1 | -7 | 24 | -9 | 104 | 104 | 105 | -11 | -7 | -11 | -6 | -8
C=CCn1c(O)c(N=NC(=O)CNC(=O)c2cccs2)c2ccccc21 | 0 | 6 | 5 | 103 | 98 | 102 | -3 | -4 | 0 | 0 | -32
Cc1nn(C)cc1CN(C)S(=O)(=O)c1cccc([N+](=O)[O-])c1 | 0 | 15 | 1 | ? | 101 | 101 | 0 | -5 | -4 | 1 | -8
Cc1c(C(=O)Nc2cccc(Cl)c2)oc2ccc(S(=O)(=O)N3CCC4(CC3)OCCO4)cc12 | 2 | 11 | -1 | 103 | 111 | 103 | 1 | 1 | 0 | 4 | -40
C=CCSc1nnc2c(n1)OC(C)=Nc1ccc(Br)cc1-2 | -2 | 15 | -3 | ? | 99 | 99 | -3 | -5 | -7 | 0 | -38
Cc1ccc(Nc2nc(CSc3nnc(-c4ccc(F)cc4)n3C)cs2)cc1 | 7 | 7 | 4 | 98 | 101 | 102 | 6 | 5 | 13 | 0 | -37
O=C(CCCc1ccccc1)NCc1ccc(F)cc1 | -1 | 5 | -2 | 100 | 104 | 101 | -4 | -5 | 1 | -2 | 3
C=CCOc1ccc(-c2n[nH]c(=S)o2)cc1 | 0 | 10 | 2 | 99 | 102 | 99 | -2 | -34 | 6 | 0 | -22
CCOC(=O)c1sc(N)c(C(=O)OCC)c1COC(=O)C1CC(=O)N(Cc2ccco2)C1 (stereo not drawn) | -5 | 36 | -5 | 94 | 92 | 100 | -6 | -9 | -7 | -1 | -19
Cc1ccc(NC(=O)Cn2nc(C)c3ccccc3c2=O)c(C)c1 | 0 | 14 | 0 | 102 | 104 | 104 | -6 | -5 | -9 | 0 | 4
COc1cc(/C=N/NC(=O)c2nonc2C)ccc1O | 0 | 10 | 0 | 100 | 101 | 100 | 0 | -2 | -2 | 0 | -45
CCOC(=O)c1c(C)oc2cc(Br)c(OCC(N)=O)cc12 | -2 | 14 | -1 | 105 | 102 | 111 | -1 | -2 | 4 | 0 | -16
COc1ccc([C@H]2[C@H](C(=O)C(C)(C)C)N3N=Cc4ccccc4C3[C@]23N=C(c2ccccc2)OC3=O)cc1OC (stereo partly drawn) | 3 | 15 | 3 | 99 | 101 | 100 | 3 | 2 | -1 | 1 | -5
O=C(NC1(C(F)(F)F)NC(=O)N(Cc2cccnc2)C1=O)c1cccs1 (stereo not drawn) | -3 | 12 | -2 | 99 | 102 | 102 | -1 | -2 | -1 | -3 | 0
CCOC(=O)c1ccc(N2C(=O)c3n[nH]c(-c4ccco4)c3C2c2ccc([N+](=O)[O-])cc2)cc1 (stereo not drawn) | 2 | 7 | 0 | 112 | 107 | 116 | 0 | -7 | 5 | 0 | -13

The list goes on; the last 2 above are carried over.
SMILES | Bcl-W Bim block | GSH fluor | Bim-Bcl-2 | RGS7-Gao | RGS4-Gao reg | RGS8-Gao reg | Bcl-XL Bim block | Bim-Bcl-B | Bim-Bfl-1 | Bim-Mcl-1 | Mcl1 Bid PPI
O=C(NC1(C(F)(F)F)NC(=O)N(Cc2cccnc2)C1=O)c1cccs1 (stereo not drawn) | -3 | 12 | -2 | 99 | 102 | 102 | -1 | -2 | -1 | -3 | 0
CCOC(=O)c1ccc(N2C(=O)c3n[nH]c(-c4ccco4)c3C2c2ccc([N+](=O)[O-])cc2)cc1 (stereo not drawn) | 2 | 7 | 0 | 112 | 107 | 116 | 0 | -7 | 5 | 0 | -13
CCOC(=O)Cc1[nH]nc2c1C(C1C=CCCC1)C(C#N)=C(N)O2 (stereo not drawn) | -2 | 29 | -10 | 102 | 100 | 97 | -4 | -6 | -11 | 0 | -53
CC(C)c1onc(C(=O)NC(C)c2ccccc2)c1[N+](=O)[O-] (stereo not drawn) | -1 | 16 | -1 | 96 | 99 | 103 | 0 | -1 | -4 | 3 | -2
COc1cccc(C2C3=C(CCCC3=O)NC3=C2C(=O)c2ccccc23)c1 (stereo not drawn) | -6 | 18 | -2 | 105 | 98 | 102 | -4 | -2 | -7 | 0 | -40
Cc1cc(C(=O)N/N=C/c2ccc[nH]2)n[nH]1 | 5 | 10 | 6 | 93 | 95 | 93 | 8 | 6 | 4 | 2 | -14
S=c1nc(-c2ccccc2)n(CCN2CCOCC2)c2c1CCCC2 | 0 | 12 | -19 | 100 | 102 | 101 | -9 | -13 | -14 | -5 | -39
CC(=O)Nc1ccc(Nc2nc(Cl)nc(Nc3ccc(NC(C)=O)cc3)n2)cc1 | 0 | 9 | 0 | 96 | 99 | 99 | -2 | -3 | -5 | 1 | -14
CN(Cc1ccccc1)C(NC(=O)c1ccccc1)C(Cl)(Cl)Cl (stereo not drawn) | -2 | 15 | -1 | . | . | . | -4 | -5 | -4 | -3 | -25
CN1CCC(OC(=O)COc2ccc(Cl)cc2Cl)CC1 | 3 | 13 | -2 | 94 | 97 | 101 | 0 | 0 | -3 | 0 | -11
O=C(NC1CCN(C(=O)Nc2ccccc2)CC1)C1CCCCC1 | -3 | 22 | -1 | 97 | 92 | 99 | -4 | -5 | -4 | -4 | -9
CCCCN(CCCNC(=O)CN1C(=O)COc2ccccc21)c1ccccc1 | -1 | 25 | -7 | 100 | 101 | 99 | -3 | -9 | -9 | -3 | -23
O=C1CCC([N+](=O)[O-])C(c2cc3c(cc2Cl)OCO3)N1 (stereo not drawn) | -4 | 14 | 0 | 99 | 99 | 99 | 0 | 0 | 0 | -2 | -22
Cc1nnc(NC2=NCCC2)s1 | -3 | 15 | -2 | 99 | 101 | 103 | -2 | 2 | -3 | -2 | -12
O=[N+]([O-])c1ccc(Nc2c3ccccc3nc3ccccc23)cc1 | -2 | 12 | -2 | 83 | 82 | 78 | -2 | -4 | -5 | 1 | 13
Clc1ccc(Oc2cccc(/C=N/n3cnnc3)c2)cc1 | -2 | 12 | -7 | 105 | 96 | 96 | -9 | -9 | -8 | -2 | 28
O=C(N/N=C/c1ccc(Cl)cc1Cl)c1cccc(F)c1 | 0 | 14 | -3 | 91 | 85 | 95 | 2 | 1 | -1 | 3 | -19
O=C(N/N=C/c1cccc(O)c1)c1ccc(COc2cccc3cccnc23)cc1 | 0 | 13 | -2 | ? | 92 | 96 | -1 | -6 | -8 | 0 | -8
CC(/C=C/c1ccc(N(C)C)cc1)=N\N=C1\NC(=O)CC(C(=O)Nc2ccccc2)S1 (stereo not drawn) | 0 | 10 | -1 | 104 | 101 | 103 | -5 | -5 | 0 | 0 | -50
O=C(N/C(=N\O)c1ccccc1)Nc1ccc(Cl)cc1 | -1 | 29 | -4 | 106 | 104 | 101 | -2 | -1 | -10 | 0 | -10
Clc1ccc(CSc2nc3ccncc3[nH]2)cc1 | 0 | 27 | -7 | 98 | 101 | 100 | -4 | -9 | -8 | -1 | -4
CCOC(=O)Cc1csc(NC(=O)C(C)c2ccc([N+](=O)[O-])cc2)n1 (stereo not drawn) | 0 | 14 | -1 | 98 | 97 | 103 | 0 | 0 | -1 | 2 | -7
O=C(CN1CCCCCC1)Nc1ccc(S(=O)(=O)N2CCOCC2)cc1 | -5 | 54 | -8 | 100 | 103 | 101 | -8 | -7 | -17 | -6 | -12
Cc1c(S(=O)(=O)Nc2ccc3c(c2)OCCO3)cnn1C | -5 | 15 | -5 | 101 | 100 | 101 | -3 | -5 | -4 | -2 | -28
Cc1ccc(COc2ccc(Br)cc2/C=N/O)cc1 | 0 | 11 | -3 | 98 | 98 | 97 | 0 | 0 | -1 | -1 | 16
Cc1cc(-n2c(C)cc(C(=O)CN3C(=O)NC4(CCCCC4C)C3=O)c2C)no1 (stereo not drawn) | 0 | 31 | -4 | 108 | 101 | 101 | -4 | -6 | -4 | 0 | -6
Cc1cccc(-n2nnnc2SCn2nnc3ccccc3c2=O)c1 | -1 | 10 | -5 | 100 | 102 | 103 | -1 | -4 | -3 | -2 | -15
CCCN1C(=O)/C(=C/c2ccc(C)s2)NC1=S | 4 | 27 | 4 | 102 | 100 | 103 | 1 | -9 | 4 | 6 | -41
CC(C)(C)c1ccc(S(=O)(=O)N2CCN(CCC#N)CC2)cc1 | 1 | 26 | -5 | 105 | 105 | 106 | -2 | -5 | -4 | 0 | -12
COc1cc2c(c(OC)c1)C(c1cccc(OC)c1OC)CC(=O)N2 (stereo not drawn) | -4 | 14 | -5 | 93 | 95 | 96 | -6 | -4 | -10 | 0 | -13

Compound activity as filed in PubChem BioAssay.
